Source: PubChem BioAssay
Nrf2 inh – blocks Nrf2 signaling; 360,000 compounds, 2.1% hits; A549 ARE-Fluc reporter, luciferase luminescence, 18-24 h; Potency, µM (titrated, usually from 46 µM), for inactives: top-dose activity change, negative = inhibition, actives largely listed as inhibitors; also: % is scaled to controls: 0 for no effect and ±100 for the full control effect; nearly all actives have a fitted effect of over 60% in size
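Nrf2 activity is the BugLite luminescence, read 15 min after reagent at room temperature, following CellTiter-Fluor cytotoxicity readout (30 min, 37C). Compound titrations were applied for 18-24 h to 5000 A549 ARE_Fluc cells/well in 5% FBS OPTI-MEM.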
MCF10A rereplic – DNA re-replication induction in MCF 10a cells; MCF 10A DNA re-replication, Hoechst nuclear intensity, 48 h; Potency, µM (series often up to 46.1 µM), without a hit: top-dose activity, positive = re-replication, actives largely listed as activators; 350,000 compounds, 2.9% hits; AID 624296; also: % of control where 0% means no effect; nearly all actives have a fitted effect of over 50% in size
S2 tox – cell viability loss in ATXN counter-screen; Potency, µM (series often up to 56.7 µM), actives largely listed as cytotoxic; AID 651635; 400,000 compounds, 0.49% hits; S2 cells (HEK-293 line with an ATXN2-luciferase reporter) viability, CellTiter-Fluor protease fluorescence, 24 h; also: nearly all actives have a fitted effect of over 40% in size
HepG2 tox – HepG2 cytotoxicity, counter-screen for TGF-b inhibitors; HepG2 CAGA-GFP viability, ATP luminescence, 18 h; Potency, µM (titrated, usually from 46.1 µM), inactives show at the highest dose activity change, negative = cytotoxicity, most hits filed as cytotoxic; 410,000 compounds, 0.76% hits; AID 588856; also: some results filed as inactive show a strong effect at the top dose
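HepG2 CAGA-GFP cells (1000/well, DMEM with 1% FBS) received compound, then TGF-beta at 500 pg/mL final, and were incubated 18 hours at 37 degrees C. Viability was read by CellTiter-Glo luminescence. Media-only wells were set as complete cell-killing and DMSO as no toxicity.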
TGFb inhibitor – inhibitors of TGF-b signaling; HepG2 CAGA-GFP TGF-b/SMAD3 reporter, GFP fluorescence, 18 h; TGF-beta stimulated, 500 pg/mL final; Potency, µM (highest dose often 46.1 µM), for inactives: at the highest dose activity, negative = inhibition, most hits filed as inhibitors; 410,000 compounds, 1.2% hits; AID 588855; also: % is scaled to controls: 0 for no effect and ±100 for the full control effect; nearly all actives have a fitted effect of over 65% in size
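Per well, imaged GFP fluorescence of HEPG2 CAGA-GFP cells gives the signal; cells get compound, then TGF-beta (500 pg/mL final), 18 h at 37 degrees C; %Activity versus -TGF-beta and +DMSO controls.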
A549 tox – counter-screen for Nrf2 inhibitors: cytotoxicity in A549 cells. Potency, µM (doses to about 46 µM), without a hit: at the top dose activity change, negative = cytotoxicity, usual class: inhibitors. A549 ARE-Fluc cells, CellTiter-Fluor viability, 18-24 h. 390,000 compounds, 0.16% hits; also: % is scaled to controls: 0 for no effect and ±100 for the full control effect
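Cytotoxicity counterscreen: CellTiter-Fluor fluorescence was measured in A549 ARE_Fluc cells after 18-24 h of compound exposure in a concentration series. The subsequent BugLite luminescent read reports ARE-luciferase activity.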
EPAC2 antagonist – blocks human EPAC2 exchange factor; EPAC2 GEF exchange of Rap1B-BODIPY-GDP, fluorescence; 360,000 compounds, 0.18% hits; Potency, µM (titrated, usually from 114 µM), inactives show at the top dose activity, negative = inhibition, hits mostly inhibitors; Q8WZA2; also: % is scaled to controls: 0 for no effect and ±100 for the full control effect; nearly all actives have a fitted effect of over 45% in size; many of its hits are not listed in these tables
Target sequence (Q8WZA2 whole entry, looked up): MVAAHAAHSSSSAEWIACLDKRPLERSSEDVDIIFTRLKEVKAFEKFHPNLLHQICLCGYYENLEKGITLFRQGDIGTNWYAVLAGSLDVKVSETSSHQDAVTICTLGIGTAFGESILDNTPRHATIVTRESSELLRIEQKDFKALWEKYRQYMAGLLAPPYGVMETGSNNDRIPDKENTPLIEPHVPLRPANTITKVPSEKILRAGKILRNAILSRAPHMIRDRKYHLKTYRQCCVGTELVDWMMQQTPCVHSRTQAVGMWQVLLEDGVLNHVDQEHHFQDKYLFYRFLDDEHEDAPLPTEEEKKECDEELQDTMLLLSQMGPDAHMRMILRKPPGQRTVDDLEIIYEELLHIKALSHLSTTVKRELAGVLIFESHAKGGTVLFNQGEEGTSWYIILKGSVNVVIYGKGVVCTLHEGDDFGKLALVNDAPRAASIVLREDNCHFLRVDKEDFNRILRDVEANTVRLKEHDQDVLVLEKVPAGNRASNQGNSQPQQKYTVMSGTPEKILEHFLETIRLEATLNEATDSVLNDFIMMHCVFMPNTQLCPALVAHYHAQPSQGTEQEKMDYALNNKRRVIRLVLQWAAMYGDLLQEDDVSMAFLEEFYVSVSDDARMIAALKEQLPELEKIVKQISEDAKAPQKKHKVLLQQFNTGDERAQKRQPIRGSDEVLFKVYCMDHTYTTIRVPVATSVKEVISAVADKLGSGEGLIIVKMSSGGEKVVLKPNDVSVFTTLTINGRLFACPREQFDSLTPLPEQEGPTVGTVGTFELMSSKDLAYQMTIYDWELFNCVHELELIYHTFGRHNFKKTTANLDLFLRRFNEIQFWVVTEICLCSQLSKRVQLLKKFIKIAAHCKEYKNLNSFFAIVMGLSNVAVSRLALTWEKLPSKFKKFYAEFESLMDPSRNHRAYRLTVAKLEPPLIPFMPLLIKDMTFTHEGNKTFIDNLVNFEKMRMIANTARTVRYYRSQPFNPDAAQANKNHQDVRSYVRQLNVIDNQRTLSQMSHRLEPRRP
ATXN2 expr inh – ATXN2 expression inhibition | HEK-293 ATXN2-luciferase reporter, luminescence, 24 h | Potency, µM (doses to about 57 µM), inactives show at the top dose activity change, negative = inhibition, actives largely listed as inhibitors | 360,000 compounds, 0.72% hits; also: % is scaled to controls: 0 for no effect and ±100 for the full control effect; nearly all actives have a fitted effect of over 55% in size
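qHTS (up to 57 uM final) was run with 24 h compound exposure of reporter cells at 37 °C. Each well was multiplexed: SteadyGlo luminescence measured ATXN2-luciferase expression after a fluorogenic Gly-Phe-AFC viability readout (25 uM final).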
Nrf2 ARE act – activators of Nrf2 (ARE) signaling | AREc32 ARE-luciferase reporter (MCF7-derived line), luminescence, 24 h | Potency, µM (titrated, usually from 46.1 µM), for inactives: top-dose activation, usual class: activators | 410,000 compounds, 0.31% hits | AID 624171; also: % of control where 0% means no effect; nearly all actives have a fitted effect of over 65% in size
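Each well held 1000 AREc32 cells, which were incubated with compound for 24 hr at 37 deg C after overnight attachment, and ARE reporter activity was quantified by firefly luciferase luminescence.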
Active calls of the source: *; i = inactive; ? = inconclusive; . = not tested or not shown; & = joins results of further samples; [ ] = dose if it differs, or a comment. Calls follow the shape of the dose curve; as a rule, active = well fitted curve in the direction sought with a large enough effect; inconclusive = small, poorly fitted or top-dose-only effect, or another doubt; inactive = no such curve, though single readings can be large; an effect the other way counts as inactive or inconclusive. Potency is read from the fitted curve at half-maximal effect. These rows are one share of the data; rates above refer to the full screens.

Values run as follows: Nrf2 inh	MCF10A rereplic	S2 tox	HepG2 tox	TGFb inhibitor	A549 tox	EPAC2 antagonist	ATXN2 expr inh	Nrf2 ARE act
COc1ccc(NC(=O)CSc2ncnc3c2cnn3Cc2ccccc2)cc1
  -7%	-192%[0.0737 µM]	?	-10%	-5%	-2%	3%	?	-0.4%
Cc1ccc2c3c(cccc13)-c1ccccc1C2=O
  ?	15%	i	-31%	-16%	0%	-1%	25%	?
COc1ccc(C2(O)CCN(Cc3nnnn3Cc3ccc(F)cc3)CC2)cc1
  -6%	-8%	i	-8%	-3%	6%	-4%	2%	0.7%
COc1ccc(C(CC(=O)O)NC(=O)Cc2ccccc2)cc1OC (configuration not stated)
  14%	-4%	i	-8%	0%	12%	-3%	-2%	-0.3%
COc1ccccc1CNC(=O)CSc1ccc(-c2ccccn2)nn1
  -1%	6%	i	6%	-8%	-3%	5%	.	0.5%
Cc1ccc(C(=O)CCC(=O)OCC(=O)Nc2ccccc2SCC#N)cc1
  11%	3%	i	-10%	9%	0%	-2%	10%	0.8%
CC1CN(C2CCN(S(=O)(=O)c3ccccc3)CC2)CC(C)O1 (configuration not stated)
  0%	3%	i	3%	-1%	2%	-6%	1%	-0.6%
CCc1cc(=O)oc2c(C)c(OCC(=O)NC3CC(C)(C)NC(C)(C)C3)ccc12
  2%	?	i	-27%	-1%	7%	13%	-8%	-0.6%
Cc1ccc(C(=O)Nc2nc3ccccc3n3nnnc23)cc1
  .	3%	i	-20%	5%	0%	7%	44%[activator]	3.3%
CCOc1ccc(N2CC(C(=O)NCCc3c[nH]c4ccc(OC)cc34)CC2=O)cc1 (configuration not stated)
  -39%	5%	i	-4%	7%	-4%	-7%	-17%	-0.3%
COc1ccc(C(=O)NCc2cccnc2)cc1C(=O)NCc1cccnc1
  23%	1%	i	1%	-3%	2%	2%	3%	0.1%
Cc1ccc(-c2nn(-c3ccccc3)cc2/C=N/NC(=O)c2ccc(Br)o2)cc1
  .	?	i	-25%	?	-12%	-5%	-11%	0.2%
CC(C)N1CCC(N2CCN(Cc3ccc(C#CC(C)(C)O)s3)CC2CCO)CC1 (configuration not stated)
  1%	11%	i	15%	35%[activator]	-2%	-3%	7%	-0.3%
Cc1c(C(=O)OCCOc2ccccc2)[nH]c2c1C(=O)CC(c1ccc(C(C)(C)C)cc1)C2 (configuration not stated)
  2%	.	i	-2%	2%	1%	.	8%	-0.4%
CC(=O)c1ccc(-c2ccc(C(=O)NCC(c3ccc(F)cc3)N3CCOCC3)o2)cc1 (configuration not stated)
  18%	10%	i	-14%	0%	-6%	-1%	12%	2.6%
COc1ccccc1N(C)S(=O)(=O)c1ccc(C(=O)OCC(=O)Nc2cc(C)on2)cc1
  3%	-2%	?	8%	2%	-5%	-7%	.	-0.3%
CCCCC(c1nnnn1CCOC)N1CCN(C(=O)c2ccco2)CC1 (configuration not stated)
  18%	-1%	i	-84%	10%	5%	19%	-7%	0.1%
CC(C)c1cc(C(=O)NCc2cccnc2)no1
  19%	-6%	i	-9%	-1%	2%	5%	13%	0.2%
Cc1ccc(Oc2ncccc2CO)cc1
  4%	-28%	i	-1%	-2%	1%	-10%	16%	2.1%
COCCNC(=O)Cn1c(=O)n(CCC(=O)NCCc2ccccc2)c(=O)c2ccccc21
  18%	1%&-40%	i	-4%	-15%	-3%	-1%	2%	0.3%
CC1(O)CC(=O)N(c2ccccc2)O1 (configuration not stated)
  6%	1%	.	0%	0%	-8%	1%	.	0.3%
CCC(=O)N(CCCN(C)C)c1nc(-c2cc(OC)ccc2OC)cs1
  17%	?	i	-34%	25%	15%	-2%	-22%	-0.2%
COc1cc(C(=O)Nc2nc(-c3cccs3)cs2)cc(OC)c1OC
  ?	?	?	-57%	?	-17%	-13%	?	2.5%
Cc1ccc(C)n1-c1nn(S(=O)(=O)c2ccccc2)c2cccc(F)c12
  ?	14%	i	-23%	-23%	1%	?	-1%	0.0%
COc1ccc(N2CC(O)=C(c3nc(-c4ccccc4)cs3)C2=N)cc1
  9%	13%	i	-37%	-20%	4%	-1%	5%	2.1%
Cc1ccc(-c2nc(CN3CCCC(C(=O)N4CCOCC4)C3)c(C)o2)cc1 (configuration not stated)
  -8%	-34%[inhibitor]	i	-15%	-28%	6%	1%	-5%	3.7%
O=C(O)COc1ccc(Cl)cc1C1CCCCC1
  ?	1%	i	-14%	0%	-2%	7%	13%	-0.6%
CN1CCN(c2ncnc3c2ncn3[C@H]2CN(Cc3ccc(-c4ccccc4)cc3)C[C@@H](CO)O2)CC1
  .	.	?	11µM*	?	.	3%	?	5.9%
Cc1sc(NC(=O)CCC(=O)O)c(C(N)=O)c1-c1ccccc1
  2%	3%	i	-1%	-5%	-5%	3%	14%	2.6%
COc1cc2ncnc(NCc3cccc(Cl)c3)c2cc1OC
  -21%	?	i	-23%	?	1%	-10%	-25%	3.0%

Arranged by count of non-hydrogen atoms (falling): 10 of the compounds above
Values run as follows: Nrf2 inh	MCF10A rereplic	S2 tox	HepG2 tox	TGFb inhibitor	A549 tox	EPAC2 antagonist	ATXN2 expr inh	Nrf2 ARE act
Cc1c(C(=O)OCCOc2ccccc2)[nH]c2c1C(=O)CC(c1ccc(C(C)(C)C)cc1)C2 (configuration not stated)
  2%	.	i	-2%	2%	1%	.	8%	-0.4%
COc1ccccc1N(C)S(=O)(=O)c1ccc(C(=O)OCC(=O)Nc2cc(C)on2)cc1
  3%	-2%	?	8%	2%	-5%	-7%	.	-0.3%
CCc1cc(=O)oc2c(C)c(OCC(=O)NC3CC(C)(C)NC(C)(C)C3)ccc12
  2%	?	i	-27%	-1%	7%	13%	-8%	-0.6%
COc1ccc(C(=O)NCc2cccnc2)cc1C(=O)NCc1cccnc1
  23%	1%	i	1%	-3%	2%	2%	3%	0.1%
COc1ccc(N2CC(O)=C(c3nc(-c4ccccc4)cs3)C2=N)cc1
  9%	13%	i	-37%	-20%	4%	-1%	5%	2.1%
COc1cc(C(=O)Nc2nc(-c3cccs3)cs2)cc(OC)c1OC
  ?	?	?	-57%	?	-17%	-13%	?	2.5%
CC1CN(C2CCN(S(=O)(=O)c3ccccc3)CC2)CC(C)O1 (configuration not stated)
  0%	3%	i	3%	-1%	2%	-6%	1%	-0.6%
Cc1ccc2c3c(cccc13)-c1ccccc1C2=O
  ?	15%	i	-31%	-16%	0%	-1%	25%	?
CC(C)c1cc(C(=O)NCc2cccnc2)no1
  19%	-6%	i	-9%	-1%	2%	5%	13%	0.2%
CC1(O)CC(=O)N(c2ccccc2)O1 (configuration not stated)
  6%	1%	.	0%	0%	-8%	1%	.	0.3%

Carrying on.
Values run as follows: Nrf2 inh	MCF10A rereplic	S2 tox	HepG2 tox	TGFb inhibitor	A549 tox	EPAC2 antagonist	ATXN2 expr inh	Nrf2 ARE act
Cc1ccc(NC(=O)COC(=O)c2ccc(S(=O)(=O)N3CCCCC3)cc2)cc1
  12%	6%	i	4%	-3%	0%	-2%	-7%	-1.1%
Cc1c(CN2CCCC(C(=O)c3cccc(OC(C)C)c3)C2)c(=O)n(-c2ccccc2)n1C (configuration not stated)
  1%	-3%	i	-18%	5%	15%	11%	21%	0.2%
[O-][n+]1ccc(OCc2ccccc2)cc1
  ?	1%	?	-4%	22%	?	4%	-15%	-1.0%
CSc1ccccc1OCc1cc(C(=O)NC2CCc3ccccc32)no1 (configuration not stated)
  14%	-1%	i	7%	-1%	3%	-3%	-3%	0.4%
Cc1cccc(-n2c(-c3ccncc3)n[nH]c2=S)c1
  -12%	-4%	i	0%	0%	2%	19%	5%	0.2%
O=C(COc1ccc(F)cc1)NC1CC1
  8%	0%	i	0%	-4%	.	4%	2%	0.2%
Cc1ccc(C)c(NC(=O)COC(=O)c2ccc3ccccc3n2)c1
  6%	2%	i	-11%	3%	2%	1%	-3%	-1.2%
O=C(Nc1nnc(Cc2ccc(F)cc2)s1)Nc1ccccc1F
  ?	17%	i	-3%	-14%	-8%	4%	.	4.1%
Nc1c(C(=O)CSc2nc3ccccc3o2)c(=O)[nH]c(=O)n1C1CC1
  ?	?	i	-30%	-1%	1%	-2%	89%[activator]	0.1%
Cc1ccc2c(c1)N(CC(=O)N1CCCc3ccccc31)C(=O)C(C)O2 (configuration not stated)
  -11%	0%	i	-18%	8%	-4%	-7%	13%	-0.3%
COC(=O)[C@]12CCCCC=C1N(Cc1ccccc1)C(=O)[C@H](CC(=O)NCC1CCCCC1)C2
  .	.	?	.	.	.	2%	-15%	-0.7%
Nc1nonc1-c1noc(N2CCCCC2)n1
  .	-1%	i	14%	5%	-4%	6%	32%	2.9%
CCc1cccc(OCCn2nc(C(=O)O)c3ccccc3c2=O)c1
  7%	-10%	i	16%	-2%	0%	-24%	?	2.5%
COc1ccc(-c2nnn(Cc3nn[nH]n3)n2)cc1OC
  7%	-182%[0.0737 µM]	i	5%	-1%	-5%	6%	9%	-0.5%
COC(=O)CCC(=O)NNC(=O)C1CC1(c1ccccc1)c1ccccc1 (configuration not stated)
  3%	10%	i	-50%	-7%	9%	-8%	2%	-0.4%
COc1cc(C(=O)Nc2ccncc2)cc(OC)c1OC
  0%	21%	i	-1%	1%	-4%	5%	31%	2.9%
CN(C)c1ncnc2c1nnn2C1OC(CO)C(O)C1O (configuration not stated)
  .	.	?	-68%	0.56µM*	.	6%	.	-2.9%
COc1cccc(NC(=O)C2CCN(C(=O)[C@@H]3Cc4ccccc4CN3)CC2)c1
  3%	-4%	i	3%	7%	-11%	0%	13%	-0.4%
COCCNC(=O)CN(Cc1ccccc1)S(=O)(=O)c1ccc2nc(C)sc2c1
  -20%	7%	i	-3%	17%	0%	-1%	.	0.0%

Individual results from the list.
Nc1c(C(=O)CSc2nc3ccccc3o2)c(=O)[nH]c(=O)n1C1CC1 | ATXN2 expr inh = 89%[activator]
CCc1cccc(OCCn2nc(C(=O)O)c3ccccc3c2=O)c1 | Nrf2 ARE act = 2.5%
